RBX1-CUL1 inh = inhibitors of human ROC1-CUL1 ubiquitin ligase activity; in vitro K48 di-Ub FRET, acceptor:donor ratio, 45 min; inhibition, % at 10 µM; AID 1347404, 2020; hit rate 0.6% among 140,000; in the data active = inhibition above about 25%
Target sequence (P62877 whole entry, looked up): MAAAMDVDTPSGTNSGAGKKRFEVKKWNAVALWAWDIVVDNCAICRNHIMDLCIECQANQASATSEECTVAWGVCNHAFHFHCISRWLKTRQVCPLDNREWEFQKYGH
Target sequence (Q13616 whole entry, looked up): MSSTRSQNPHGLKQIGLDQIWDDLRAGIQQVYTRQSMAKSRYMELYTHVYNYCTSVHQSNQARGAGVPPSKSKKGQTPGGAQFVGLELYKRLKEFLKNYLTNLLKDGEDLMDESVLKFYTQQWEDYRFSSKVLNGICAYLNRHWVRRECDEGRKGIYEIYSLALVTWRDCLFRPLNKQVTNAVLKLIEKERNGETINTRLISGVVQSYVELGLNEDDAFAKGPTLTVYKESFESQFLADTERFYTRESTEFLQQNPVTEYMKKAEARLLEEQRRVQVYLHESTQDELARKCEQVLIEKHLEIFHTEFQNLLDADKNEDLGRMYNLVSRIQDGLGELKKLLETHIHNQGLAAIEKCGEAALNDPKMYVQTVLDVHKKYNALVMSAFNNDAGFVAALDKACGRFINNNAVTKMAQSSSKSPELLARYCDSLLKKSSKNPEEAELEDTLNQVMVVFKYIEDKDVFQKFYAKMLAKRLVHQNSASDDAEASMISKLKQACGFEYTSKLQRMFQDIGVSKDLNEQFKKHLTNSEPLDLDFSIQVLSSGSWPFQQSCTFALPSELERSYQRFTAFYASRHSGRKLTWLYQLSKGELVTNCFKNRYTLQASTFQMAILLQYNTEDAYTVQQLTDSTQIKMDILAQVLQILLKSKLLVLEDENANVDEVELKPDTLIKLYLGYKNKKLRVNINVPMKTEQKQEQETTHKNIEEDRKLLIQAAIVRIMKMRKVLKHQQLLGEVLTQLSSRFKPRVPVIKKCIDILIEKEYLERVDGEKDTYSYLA
* marks the source's active call; other numbers are inactive results. A portion of the library, so the mix of outcomes need not match the whole.

SMILES	RBX1-CUL1 inh
COc1ccc(C(=O)COC(=O)c2ccccc2S)cc1Br	-7
Cc1ccc(NC(=O)CSc2nnc(-c3cccc(NC(=O)c4ccc(C)cc4)c3)n2C)cc1	-4
Cc1cc(C)n2nc(CNC(=O)c3c(F)cccc3F)nc2n1	-8
COc1cc(C(=O)OCC(=O)c2ccc(-c3ccccc3)cc2)cc(OC)c1OC	-1
COc1ccc(-n2nc3ccc(NC(=O)c4cccc(OCCC(C)C)c4)cc3n2)cc1	1
CC(C)c1nn2c(-c3ccc(C(F)(F)F)cc3)nnc2s1	-7
COc1ccc(OC)c(NC(=O)c2c(NCc3ccc(OC)c(OC)c3)sc3c2CCC(C)C3)c1 (stereo unspecified)	-5
Cc1ccc2c(c1)nnn2S(=O)(=O)c1ccc(C(C)(C)C)cc1	0
Cc1cc(C)cc(NC(=O)c2cc(S(=O)(=O)N3CCCCCC3)cn2C)c1	-4
CC(=O)c1ccc(Oc2cc(=O)n(C)c(=O)n2C)cc1	0
COc1cc(NC(=O)c2cccc(C(=O)Nc3cc(OC)c(Cl)cc3OC)c2)c(OC)cc1Cl	-7
CCN(CC)C(=O)Oc1ccc2c(=O)c(Oc3ccccc3Br)coc2c1	0
CC(C)(C)NC(=O)c1ccc(Br)s1	4
CCOc1ccc(-c2cc(C(=O)NCCCOC)c3c(-c4ccc(CC)cc4)[nH]nc3n2)cc1	2
COC(=O)c1ccc(CNC(=O)CN2Cc3ccccc3OC(c3ccccc3F)C2)cc1 (stereo unspecified)	0
COCCN(C)C(=O)c1csc2nc(-c3cccc(C(F)(F)F)c3)cn12	8
CCOC(=O)C1CCCN(Cc2cc(C)c(OC)cc2C)C1 (stereo unspecified)	-2
Cc1cccc(NC(=O)N2CCC(CN3CCOCC3)CC2)c1C	6
O=C(O)CC1(CC(=O)Nc2ccccc2Br)CCCC1	1
CC1CCN(C(=O)C2CCCN(C3CCN(CCc4ccccc4)CC3)C2)CC1 (stereo unspecified)	-7

An excerpt from above in order of the RBX1-CUL1 inh value, lowest first.
SMILES	RBX1-CUL1 inh
Cc1cc(C)n2nc(CNC(=O)c3c(F)cccc3F)nc2n1	-8
COc1ccc(C(=O)COC(=O)c2ccccc2S)cc1Br	-7
O=C(O)CC1(CC(=O)Nc2ccccc2Br)CCCC1	1
Cc1cccc(NC(=O)N2CCC(CN3CCOCC3)CC2)c1C	6

Carrying on:
SMILES	RBX1-CUL1 inh
COc1cccc(S(=O)(=O)NCC(=O)Nc2ccc(Cl)c(C(F)(F)F)c2)c1	3
CC(C)c1ccccc1NC(=O)CCSCCC(=O)Nc1ccccc1C(C)C	-11
COc1ccc(S(=O)(=O)N2CCN(C(=O)CC(C)C)CC2)cc1OC	-6
Cc1cc(-c2cccs2)c(C#N)c(SCC(=O)Nc2sc3c(c2C#N)CCC3)n1	-4
COc1cccc(/C=C/c2onc(C)c2S(=O)(=O)N2CCC(C(=O)N3CCC(C)CC3)CC2)c1	2
CCOC(=O)c1nn(-c2ccccc2C)c(=O)c(C#N)c1C	6
Cc1sc2ncn(CC(=O)O)c(=O)c2c1C	3
COc1cccc(CNC(=O)CN2C(=O)CCCc3ccccc32)c1OC	-7
O=C1NC(=Nc2cccc(C(F)(F)F)c2)S/C1=C\c1cc(O)c(O)c(Br)c1	30*
COc1ccc2c(c1)c(=O)c(C(=O)c1ccc(F)cc1)cn2CC(=O)Nc1ccc2c(c1)OCCO2	-6
OCCCNc1nc(-c2ccc(Cl)cc2)nnc1-c1ccc(Br)cc1	3
O=C(N/N=C/c1ccc(N2CCOCC2)cc1)C(=O)N1CCCCCC1	-3
O=C(CSCC(=O)Nc1cccc2cccnc12)Nc1cccc2cccnc12	-3
CCC(C(=O)Nc1nnc(C)s1)c1ccccc1 (stereo unspecified)	-5
COc1ccccc1OCC(=O)NCC(c1ccc(Cl)cc1)N1CCCCC1 (stereo unspecified)	9
Cc1nn(C)cc1CNC(C)c1cnn(-c2cccc3ccccc23)c1C (stereo unspecified)	4
CC(C)(C)NC(=O)c1ccc2nc(CCc3ccccc3)oc2c1	6
Cc1nonc1CC(=O)N1CCC2(CCCN(Cc3ccc(F)c(F)c3)C2)C1 (stereo unspecified)	11
CCc1nn(C(C)C(=O)N2CCN(c3ccccc3)CC2)c(=O)c2cc3occc3n12 (stereo unspecified)	2
O=C(Oc1ccc2cc(Br)ccc2c1)C1CCCC1	1
CC(C)Oc1ccc(CNC(=O)Cn2c(=O)oc3ccccc32)cc1	5
CC(C)(C)C(=O)N1CCN(Cc2ccc(F)cc2Cl)CC1	6
CCOc1ccc(NC(=O)c2cc3c(=O)n4cccc(C)c4nc3s2)cc1	2
COCCNC(=O)CCC1CCN(S(=O)(=O)c2cc(C)sc2C)CC1	4
Cc1ccc2[nH]nc(C(=O)N3CCC(Cn4cc(CCO)nn4)CC3)c2c1	-3
COc1cc(-c2nnc(SCC(=O)Nc3ccc(F)c(Cl)c3)o2)cc(OC)c1OC	-2
O=C(CSc1nc2cc(Cl)ccc2s1)Nc1ccc(OC(F)(F)F)cc1	2
Cc1ccccc1C(=O)N=C1C(=O)N2C=CC=CC2=NC1C (stereo unspecified)	-4
Oc1csc2nnc(-c3ccccc3)c(-c3ccccc3)c12	1
O=C(CN1C(=O)CCn2nc(-c3ccccc3)cc21)NCc1ccccc1	-13
Cc1cccc(C(=O)NNC(=O)[C@@H]2CCCC[C@@H]2C(=O)O)c1	2
COc1ccc(C2Nc3ccccc3C(=O)N2Cc2ccco2)cc1CSc1ccccn1 (stereo unspecified)	-4
CC(C)c1ccc(NC(=O)C(C)N(c2ccccc2)S(C)(=O)=O)cc1 (stereo unspecified)	4
COc1ccc(C(=O)NC(=S)Nc2cc(Cl)c(Cl)cc2Cl)cc1	-9
CCc1c(C)sc(NC(=O)c2ccncc2)c1C(=O)NC1CC1	-5
COCC1CCN(C(=O)Cn2nnnc2CN2CCc3ccccc3C2)C1 (stereo unspecified)	9
COc1cc(C2NC(=S)NC(O)(C(F)(F)F)C2C(=O)c2cccs2)cc(OC)c1O (stereo unspecified)	-5
CCCCOC(C)n1cc(Br)c(=O)[nH]c1=O (stereo unspecified)	-17
CC(C)(O)C#Cc1ccc(C(=O)N2CCC(Cc3ccccc3)CC2)cc1	-11
CCCc1cc(C(=O)NNC(=O)/C=C/C(=O)O)cs1	-5

Quoted at random: 5 entries already listed.
SMILES	RBX1-CUL1 inh
CC(C)Oc1ccc(CNC(=O)Cn2c(=O)oc3ccccc32)cc1	5
CC(C)(C)C(=O)N1CCN(Cc2ccc(F)cc2Cl)CC1	6
O=C(CN1C(=O)CCn2nc(-c3ccccc3)cc21)NCc1ccccc1	-13
Cc1ccccc1C(=O)N=C1C(=O)N2C=CC=CC2=NC1C (stereo unspecified)	-4
O=C(CSc1nc2cc(Cl)ccc2s1)Nc1ccc(OC(F)(F)F)cc1	2

Remaining list, next part:
SMILES	RBX1-CUL1 inh
CC(O)CNCc1ccc2c(c1)n(C)c(=O)n2C (stereo unspecified)	3
CCOC(=O)c1ccccc1NC(=O)c1nn(-c2ccc(C)cc2)c(=O)n(C)c1=O	-6
COc1ccc(/C=N/n2c(C)n[nH]c2=S)cc1	6
CN(C)Cc1ccc(F)cc1Sc1cccc(C(F)(F)F)c1	-3
COc1ccccc1C(C[N+](=O)[O-])Sc1ccccc1C(=O)O (stereo unspecified)	-4
CCCCC(=O)NCc1ccc(F)cc1	0
COc1ccc(-c2nc3ccc(Br)cc3c(=O)o2)cc1OC	-2
COc1ccc(OC2CCN(C3CCCC3)CC2)c(C(=O)N2CCCCC2CO)c1 (stereo unspecified)	1
CC(=O)Oc1c(Cl)c(=O)n(C)c2ccccc12	60*
Fc1ccc(OCCCCN2CCN(c3cccc(C(F)(F)F)c3)CC2)cc1	9
CC(=O)Oc1ccc2c(Br)cccc2c1	-2
CCOc1ccc(N2CC(C)Cn3c2nc2c3c(=O)n(CC(=O)O)c(=O)n2C)cc1 (stereo unspecified)	-6
CC(=O)c1sc2ccccc2c1OC(=O)c1ccc(C)cc1	1
CCN(Cc1cnn(C)c1)C(=O)c1cc(COc2ccc(F)cc2F)[nH]n1	3
CC(=O)c1ccc(F)c(-c2cc(C)cc3c2OC(CNC(=O)c2ccccc2F)C3)c1 (stereo unspecified)	9
O=C1Nc2ccccc2C(=O)C1Sc1cc(Cl)c(Cl)cc1Cl (stereo unspecified)	8
Oc1ccccc1-c1nc(CSc2nc3ccccc3o2)no1	-8
O=C(O)CSc1c(-c2ccccc2)[nH]c2ccccc12	-6
O=C(CNS(=O)(=O)c1cccs1)N1CCN(c2ccccc2F)CC1	-8
O=C1CC(CSCc2cccc(C(F)(F)F)c2)=NC(=O)N1	-1
COc1ccc(CN2Cc3ccccc3OC(C)C2)c(OC)c1OC (stereo unspecified)	5
Cc1ccc(OCCSc2nnc(-c3cccs3)o2)cc1	8
COc1ccc(S(=O)(=O)NCCc2sc(-c3ccccc3)nc2C)cc1OC	9
COc1ccc(Br)cc1C(=O)Nc1cccc2cccnc12	2
C=CCN1C(=O)/C(=C/c2cc(I)c(OC(C)C)c(OC)c2)C(=O)NC1=S	5
CC1CCN(S(=O)(=O)c2ccc(C(C)C)cc2)CC1	-9
O=C(Cc1ccc(N2CCC(NCc3cnn(-c4ccccc4)n3)CC2)cc1)N1CCC(O)CC1	4
COC(=O)c1cc(NC(=O)Cc2cccs2)cc(C(=O)OC)c1	56*
Fc1ccc(N2CCN(c3nc4ccccc4c4nc(-c5cccnc5)nn34)CC2)cc1	3
Nc1n[nH]c(=S)n1/N=C1/C(=O)Nc2ccccc21	11
CC(Oc1ccc(F)cc1F)C(=O)N1CCN(c2ncccn2)CC1 (stereo unspecified)	-5
O=S1(=O)NC(Nc2ccc(F)c(C(F)(F)F)c2)C2CCCCC21 (stereo unspecified)	0
Cc1nnc2c3ccccc3nc(Nc3ccc(F)cc3Cl)n12	-4
Cn1ncc(CN2CCCC(c3cc(=O)[nH]cn3)C2)c1-c1ccccc1 (stereo unspecified)	5
O=C(CCn1c(=O)c2sccc2n(Cc2ccc(F)cc2Cl)c1=O)NCc1ccc2c(c1)OCO2	-3
COc1cccc(N(CC(=O)N2CCC(C)CC2)S(=O)(=O)c2ccc(C)cc2)c1	-7
N=c1c2cnn(-c3ccccc3)c2ncn1NC(=S)Nc1ccccc1	9
Cc1ccccc1OC(C)C(=O)OCC(=O)c1ccc(Cl)cc1 (stereo unspecified)	0
O=C(Nc1n[nH]c(=S)s1)c1ccccc1	7
Cn1nc2c(c1C(=O)O)CCCC2	-1
O=S(=O)(Nc1cc(Sc2ncn[nH]2)c(O)c2ccccc12)c1ccc2ccccc2c1	84*
COc1ccc(OC)c(S(=O)(=O)NCc2cccn2Cc2cccc(C)c2)c1	-2
COc1cccc(CCC2CCCN(Cc3ccncc3)C2)c1 (stereo unspecified)	-5
Cc1onc(-c2c(Cl)cccc2Cl)c1C(=O)N/N=C/c1cn[nH]c1-c1ccccc1	3
CCc1ccc(NC(=O)c2cc(C)nn2-c2ccccc2)cc1	-7
COCCNC(=O)c1cc2n(n1)CCCN(Cc1ccc(C)cc1)C2=O	-7
Cc1ccc(C(=O)C(OC(=O)c2cccc(N3C(=O)C4CC=CCC4C3=O)c2)c2ccccc2)cc1C (stereo unspecified)	7
COc1cccc(CNCc2ccncc2)c1	2
CC1(C)CC2CC(C)(CN2C2CC(=O)N(c3ccc(Br)cc3)C2=O)C1 (stereo unspecified)	-1
O=C(NCC1Cc2cccc(-c3ncccn3)c2O1)c1ccc(-n2cccn2)cc1 (stereo unspecified)	4
COC(=O)c1ccc(NC(=O)CN(c2cccc(C(F)(F)F)c2)S(C)(=O)=O)cc1	-1
CC(=O)C1=NN(c2ccccc2C)C2(S1)SC(c1ccc(Cl)cc1)(c1ccc(Cl)cc1)c1ccccc12 (stereo unspecified)	0
Cc1ccccc1OCC(=O)Nc1ccc(-c2nc3cc(Cl)cc(Cl)c3o2)cc1	12
CCOc1cc(C2c3c(oc4ccccc4c3=O)C(=O)N2c2ccccn2)ccc1O (stereo unspecified)	-10
COc1ccc(C2C(C(=O)c3ccccc3)C(=O)C(=O)N2CO)cc1 (stereo unspecified)	0
C=CCOc1ccc(/C=N/NC(=O)CN(c2ccc(Cl)c(C(F)(F)F)c2)S(=O)(=O)c2ccccc2)cc1OC	1
C=CCn1c(=O)c2c(nc3n2CCCN3c2cccc(C)c2)n(C)c1=O	1
Cc1ccc(-c2noc(CN(C(=O)COc3cc(C)cc(C)c3C)C(C)C)n2)cc1	1
CN(C)S(=O)(=O)N(CC(=O)Nc1ccc(Br)cc1F)c1ccccc1	-10
CC(C)C(NC(=O)c1ccc(C(C)(C)C)cc1)C(=O)OCC(=O)c1ccccc1 (stereo unspecified)	2

An excerpt of these results, with bars between the fields.
SMILES | RBX1-CUL1 inh
COC(=O)c1ccc(NC(=O)CN(c2cccc(C(F)(F)F)c2)S(C)(=O)=O)cc1 | -1
Cc1ccc(C(=O)C(OC(=O)c2cccc(N3C(=O)C4CC=CCC4C3=O)c2)c2ccccc2)cc1C (stereo unspecified) | 7
Cc1onc(-c2c(Cl)cccc2Cl)c1C(=O)N/N=C/c1cn[nH]c1-c1ccccc1 | 3

Following part.
SMILES	RBX1-CUL1 inh
O=C(CC1(c2ccccc2)CC(=O)N(Cc2cccs2)C1=O)N1CC[C@@H]2CCCC[C@H]2C1 (stereo partly specified)	2
Cc1ccc(C(C)NC(=O)C2CCCC2)c(C)c1 (stereo unspecified)	0
COc1cc(OC)c(NC(c2nnc(-c3ccccc3)o2)c2ccc(F)cc2Cl)cc1Cl (stereo unspecified)	-4
O=C(Nc1ccccc1)Nn1c(SCc2ccccc2)nc2sc(-c3ccccc3)cc2c1=O	8
COc1ccc(OC)c(-c2nc(C(N)=O)c3c(n2)n(-c2ccc4c(c2)OCO4)c(=O)n3C)c1	7

Three structures already listed, arranged by length of the SMILES, lowest first.
SMILES	RBX1-CUL1 inh
CC(C)C(NC(=O)c1ccc(C(C)(C)C)cc1)C(=O)OCC(=O)c1ccccc1 (stereo unspecified)	2
O=C(CC1(c2ccccc2)CC(=O)N(Cc2cccs2)C1=O)N1CC[C@@H]2CCCC[C@H]2C1 (stereo partly specified)	2
COc1ccc(OC)c(-c2nc(C(N)=O)c3c(n2)n(-c2ccc4c(c2)OCO4)c(=O)n3C)c1	7

Screening data as filed in PubChem BioAssay.
